From PubChem
GC-A act = GC-A stimulated cGMP production enhancers – HEK293 GC-A cells, cGMP TR-FRET, EC30 ANP, primary screen; activation, % at 10 µM; 0% at EC30 ANP, 100% saturating ANP; Atrial natriuretic peptide receptor 1 (Homo sapiens), P16066; 0.14% of 370,000 active; in the data active = activation above about 40%
ABHD4 inh = ABHD4 inhibitors, primary screen, biochemical, fluorescence polarization, mouse; inhibition, % at 8.92 µM; AID 720543, 2013; 0.54% of 370,000 active; purified mABHD4, FP-Rh probe fluorescence polarization;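 active = inhibition exceeding the mean over every tested compound plus 3 SD, cut at about 30% in these data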;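 note: 0% = plate median of compound wells and 100% = S159A mutant with DMSO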
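Assay system: mABHD4 protein; medium: HEPES pH 7.0, NaCl, Pluronic buffer; dosing: 8.92 µM, single dose; schedule: 45 min + 60 min at 25 °C; signal: FP readout, ex 525 nm / em 598 nm; read-out: normalized percent inhibition of probe labeling; repeats: single replicate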
MBD2 inh = inhibitors of MBD2 binding to methylated DNA, primary screen, biochemical, TR-FRET, DNA-binding domain, human | MBD2 binding to methylated oligonucleotide | AID 686964, 2013 | 0.31% of 370,000 active | inhibition, % at 4.4 µM; in the data active = inhibition above about 13%
Target sequence (Q9UBB5 whole entry, looked up, the tested form may be a part): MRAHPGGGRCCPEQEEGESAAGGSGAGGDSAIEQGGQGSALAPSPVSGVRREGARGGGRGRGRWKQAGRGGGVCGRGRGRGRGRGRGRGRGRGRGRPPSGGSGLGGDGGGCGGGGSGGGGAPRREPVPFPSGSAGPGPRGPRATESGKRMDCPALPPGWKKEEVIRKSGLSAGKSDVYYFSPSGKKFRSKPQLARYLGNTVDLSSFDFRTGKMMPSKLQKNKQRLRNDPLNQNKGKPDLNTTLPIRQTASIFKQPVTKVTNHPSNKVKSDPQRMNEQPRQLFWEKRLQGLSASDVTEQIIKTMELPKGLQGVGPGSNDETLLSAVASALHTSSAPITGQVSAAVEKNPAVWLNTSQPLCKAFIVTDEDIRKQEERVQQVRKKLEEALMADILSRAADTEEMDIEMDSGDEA
SIAE inh = human SIAE inhibitors, primary screen, biochemical, fluorescence polarization, FP-Rh probe, 1536-well HTS; Sialate O-acetylesterase (Homo sapiens), Q9HAT2; AID 1053197, 2014; 0.69% of 370,000 active; SIAE FP-Rh probe binding; inhibition, % at 9.66 µM;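 active = inhibition above a cutoff: mean of compounds within the control limits plus 3 SD of those, cut at about 17% in these data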;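 note: 0% = plate median of compound wells and 100% = probe without SIAE protein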
HTRA1 inh = HTRA1 serine protease inhibitors, primary screen, biochemical, fluorescence polarization, HTS; AID 504803, 2011; recombinant HTRA1, FP-rhodamine activity-based probe; 0.5% of 340,000 active; Q92743; inhibition, % at 5.96 µM; in the data active = inhibition above about 36%;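 note: 0% = enzyme with DMSO and 100% = wells lacking enzyme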
TCR-CD3 inh = inhibitors of human TCR-CD3 interaction, primary screen, biochemical, fluorescence, TAMRA-labeled TCR probe; AID 651800, 2012; T-cell receptor (TCR); 0.37% of 360,000 active; inhibition, % at 9.4 µM; in the data active = inhibition above about 19%;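 note: recombinant mutant TCR 2C K166C tagged with TAMRA read by polarization; 0% = receptor in buffer alone and 100% = receptor with positive control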
rCAG binder = binders of r(CAG) RNA repeats, primary screen, biochemical, fluorescence; r(CAG) RNA repeat, TO-PRO-1 dye displacement fluorescence; inhibition, % at 3 µM; 1.3% of 370,000 active;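 active = inhibition above the plate cutoff, the mean of all test compounds on that plate plus 3 SD, cut at about 35% in these data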;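 note: 0% = DMSO alone and 100% = 100 µM mitoxantrone as full dye displacement; higher means more dye released from RNA so lower well fluorescence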
GC-B act = human GC-B receptor activators, primary screen, HEK293 GC-B cells, cGMP TR-FRET, EC30 CNP; Atrial natriuretic peptide receptor 2 (Homo sapiens), P20594; 0% at EC30 CNP, 100% saturating CNP; activation, % at 10 µM; 0.11% of 370,000 active;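 active = activation at 10 µM reaching about 35% in either raw or pattern-adjusted values, limit read from the data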
UHRF1 binding = UHRF1 methylated DNA binding inhibitors, primary screen, counter-screen for MBD2 inhibitor project, biochemical, TR-FRET, human UHRF1, single concentration; E3 ubiquitin-protein ligase UHRF1 (Homo sapiens), Q96T88; UHRF1 binding to methylated oligo; inhibition, % at 4.4 µM; 0.75% of 370,000 active; in the data active = inhibition above about 21%;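 note: UHRF1 SRA domain binding a hemimethylated CpG hairpin DNA probe; 0% = median of test compound wells and 100% = reference inhibitor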
PRMT1 FP inh = PRMT1 methyltransferase inhibitors, primary screen, biochemical, fluorescence polarization. Protein arginine N-methyltransferase 1 (Homo sapiens), Q99873. recombinant PRMT1, activity-based probe fluorescence polarization. inhibition, % at 2.79 µM. 1.3% of 370,000 active;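 active = inhibition above about 21% made by adding two undisclosed values, limit read from the data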
Target sequence (Q99873 whole entry, looked up): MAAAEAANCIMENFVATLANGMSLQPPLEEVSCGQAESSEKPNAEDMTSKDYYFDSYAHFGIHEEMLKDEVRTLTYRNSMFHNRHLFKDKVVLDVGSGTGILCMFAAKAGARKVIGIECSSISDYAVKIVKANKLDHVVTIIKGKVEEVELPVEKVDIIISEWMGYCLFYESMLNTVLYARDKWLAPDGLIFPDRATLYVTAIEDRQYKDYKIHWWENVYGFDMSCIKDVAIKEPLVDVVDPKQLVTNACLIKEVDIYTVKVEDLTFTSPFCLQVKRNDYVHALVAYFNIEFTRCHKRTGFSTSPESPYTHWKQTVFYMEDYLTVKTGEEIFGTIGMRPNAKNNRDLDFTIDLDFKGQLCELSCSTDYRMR
The depositor's hits bear a star; . = no result given. A portion of the library; rates above refer to the full screens.

SMILES | GC-A act | ABHD4 inh | MBD2 inh | SIAE inh | HTRA1 inh | TCR-CD3 inh | rCAG binder | GC-B act | UHRF1 binding | PRMT1 FP inh
CCC(c1n[nH]c(=S)n1-c1ccccc1)N(C)C (centres undefined) | 1.5 | 6.5 | 0.1 | 10.6 | 2.4 | 7.3 | 3.2 | 4.5 | -1.2 | 0.4
Cc1cccc2cc(COC(=O)c3cccs3)c(=O)[nH]c12 | -0.2 | -0.2 | -2.8 | -2.6 | -3.7 | 4.8 | -1.7 | -1.1 | -1.9 | -4.4
CC(C)c1ccccc1-n1c(SCC(=O)N2CCc3ccccc3C2)nc2ccccc2c1=O | -0.9 | -20.7 | 8.3 | -14.4 | -43.2 | -2.9 | 5.0 | -1.8 | 3.1 | 1.2
COc1ccc(NC(=O)C2CCCN(c3nn4c(=O)cc(C)nc4s3)C2)c(OC)c1 (centres undefined) | -5.1 | -0.5 | -2.1 | -0.2 | 7.7 | 12.4 | -1.9 | -3.9 | 2.1 | 2.5
CC(C)Oc1ccc(/C=N/NC(N)=S)cc1 | 1.4 | 5.7 | 0.6 | 0.4 | -4.8 | -8.7 | -0.4 | 1.9 | 1.1 | 5.3
O=C(O)CCCC(=O)N1N=C(c2ccccc2)CC1c1ccc2c(c1)OCO2 (centres undefined) | -3.9 | -3.1 | -3.3 | 6.0 | 0.4 | 6.9 | 5.1 | -2.4 | -0.5 | -1.4
O=C(COC(=O)CNC(=O)c1ccccc1F)Nc1nnc(-c2ccccc2)o1 | -2.2 | 3.6 | -6.6 | 6.0 | 5.1 | 0.9 | 3.9 | 2.2 | -2.5 | -0.4
CC(C)Nc1nc(NC(C)C)nc(SCC(N)=O)n1 | 1.4 | 4.5 | -5.0 | 4.2 | 5.2 | -6.7 | -7.6 | -6.8 | 1.0 | -0.1
Cn1c(=O)n(Cc2ccc(Cl)cc2)c2ccccc21 | 1.8 | -5.9 | 3.3 | 2.6 | -4.9 | 2.7 | -4.0 | -5.3 | -0.8 | -3.8
COCc1cc(=O)[nH]c2cc(NC(=O)C(C)(C)CCl)c(C)cc12 | 1.1 | 1.2 | 0.1 | 97.2* | 1.2 | -2.5 | -0.6 | -0.1 | 4.6 | -0.6
CS(=O)(=O)N1CCCC(C(=O)Nc2c(F)cccc2F)C1 (centres undefined) | 0.2 | 2.8 | 3.9 | -1.0 | 0.1 | 3.6 | -1.0 | 4.9 | -2.3 | 0.5
Cc1cc(NC(=O)c2cccnc2)ccc1Br | 2.1 | -0.7 | 2.5 | -1.6 | 3.5 | -5.0 | 0.4 | -6.9 | 3.2 | 0.8
O=C(NCc1ccccn1)c1ccc2ccccc2n1 | 1.4 | -5.8 | -0.6 | -4.3 | -2.6 | -14.2 | -0.9 | 3.6 | -1.3 | 3.0
Cc1cnc(C(=O)OCC(=O)Nc2ccc(C)c(S(=O)(=O)N3CCCCC3)c2)cn1 | -0.1 | -4.3 | 3.5 | -8.8 | -2.7 | -1.2 | 5.3 | -2.9 | 4.7 | 2.9
NC(=O)CCN1CCN(Cc2nc(C(c3ccccc3)c3ccccc3)no2)CC1 | 1.2 | 0.3 | -3.2 | 6.2 | 1.2 | -0.7 | -7.2 | 0.4 | 1.3 | -4.0
CCOC(=O)C(Cc1ccccc1)C(=O)Nc1ccc(N(CC)CC)cc1 (centres undefined) | 0.5 | 6.3 | 0.2 | 1.7 | 0.8 | -9.2 | 2.1 | 8.4 | 1.8 | -1.4
Cc1ccc(NNC(=O)c2ccno2)cc1Cl | 3.5 | 5.5 | 1.7 | 1.2 | 8.5 | -3.8 | 3.0 | 1.0 | -0.2 | -8.2
COc1ccccc1/C=C1/C(=O)N(c2cc(C)cc(C)c2)C(c2cccc([N+](=O)[O-])c2)S1(=O)=O (centres undefined) | -40.0 | -2.8 | 4.0 | -12.9 | -6.3 | -9.9 | 8.6 | -19.8 | 3.4 | -1.2
COc1cc(C(=O)NNC2=NC(C)(C)Cc3cc(C)c(C)cc32)cc(OC)c1OC | 2.3 | 3.9 | 1.3 | 1.6 | 1.0 | -6.2 | -2.9 | 2.7 | -0.5 | 1.8
O=S(=O)(NCCO)c1ccc2c(c1)Cc1cc(S(=O)(=O)NCCO)ccc1-2 | 4.5 | 6.5 | 1.9 | 10.6 | 3.0 | -1.2 | 1.0 | 5.1 | -1.5 | -1.6
O=C(CCNc1ccc(F)cc1)c1ccco1 | -4.9 | -7.9 | 4.2 | 7.8 | -2.2 | -6.9 | 1.5 | 3.0 | 1.9 | 18.0
O=C(c1ccc(-c2ccccc2)cc1)C1CCCN(C(=O)Cn2cncn2)C1 (centres undefined) | 0.3 | -6.7 | 5.2 | 0.1 | -1.1 | 1.6 | -2.9 | -9.8 | 1.2 | 3.9
COc1ccc(NC(=O)CN(C)C(=O)c2cc(S(=O)(=O)N3CCCCCC3)ccc2OC)cc1 | 2.4 | 0.1 | -1.1 | 3.0 | -1.2 | -5.0 | 0.9 | 2.4 | 2.0 | 2.9
FC(F)(F)c1nc(-c2ccncc2)ncc1-c1nnnn1-c1ccccc1 | . | 1.5 | -2.2 | -2.0 | -4.6 | -7.9 | -6.8 | . | 0.3 | -3.7
CS(=O)(=O)N1CCc2ccccc2C1 | -5.0 | -7.0 | -3.6 | -8.9 | 3.0 | 1.9 | 1.9 | -7.6 | 1.4 | -3.5
CCC(C)(C)n1nnnc1C(CC(C)C)N1CCC(C(N)=O)CC1 (centres undefined) | 0.5 | 1.2 | -3.3 | -0.7 | 2.5 | 4.7 | -7.3 | 4.5 | -2.0 | -2.1
COc1cccc(CNC(=O)c2cccc(S(=O)(=O)N3CCN(Cc4ccccc4)CC3)c2)c1 | 3.0 | -16.6 | 10.5 | -9.9 | -15.1 | -10.2 | 10.1 | 1.9 | 2.6 | 3.6
Nc1cc(=O)[nH]c(SCc2ccccc2Cl)n1 | 3.1 | -1.0 | -2.3 | 1.1 | -5.2 | -1.1 | -2.0 | 2.8 | 9.0 | 1.4
Cc1ccc(C(C)C)cc1S(=O)(=O)NC1CC(C)(C)NC(C)(C)C1 | -4.8 | -1.1 | 5.2 | -8.3 | -34.2 | 1.9 | -1.6 | 3.1 | 1.9 | 3.6
COCc1[nH]nc2c1C(C1C=CCCC1)C(C#N)=C(N)O2 (centres undefined) | 3.4 | 6.8 | -1.3 | 10.0 | -2.9 | 1.7 | -1.1 | -1.8 | -2.8 | -1.1

Two compounds drawn at random from those above, as already listed:
SMILES | GC-A act | ABHD4 inh | MBD2 inh | SIAE inh | HTRA1 inh | TCR-CD3 inh | rCAG binder | GC-B act | UHRF1 binding | PRMT1 FP inh
FC(F)(F)c1nc(-c2ccncc2)ncc1-c1nnnn1-c1ccccc1 | . | 1.5 | -2.2 | -2.0 | -4.6 | -7.9 | -6.8 | . | 0.3 | -3.7
Nc1cc(=O)[nH]c(SCc2ccccc2Cl)n1 | 3.1 | -1.0 | -2.3 | 1.1 | -5.2 | -1.1 | -2.0 | 2.8 | 9.0 | 1.4

Additional entries:
SMILES | GC-A act | ABHD4 inh | MBD2 inh | SIAE inh | HTRA1 inh | TCR-CD3 inh | rCAG binder | GC-B act | UHRF1 binding | PRMT1 FP inh
CCOc1ccccc1CN1CCN(Cc2ccon2)CC1CCO (centres undefined) | 3.5 | -4.3 | 5.8 | -398.2 | 4.3 | 7.9 | -0.8 | 3.5 | 13.9 | 0.1
O=C1CC(C(=O)N2CCN(Cc3ccccc3)CC2)CN1Cc1ccccc1 (centres undefined) | 0.8 | -5.9 | 2.0 | -0.6 | 0.6 | -10.0 | -5.8 | 3.5 | 0.2 | 2.0
O=C(Oc1ccc(/C=N/NC(=O)c2ccccn2)cc1)c1cccc(F)c1 | 2.2 | -1.2 | -3.1 | 11.4 | -7.1 | -3.1 | -0.1 | 5.7 | -0.6 | -1.1
Cc1nn(C(C)C(=O)NNC(=S)Nc2ccc(F)cc2)c(C)c1[N+](=O)[O-] (centres undefined) | 1.8 | 6.1 | 1.2 | 0.6 | 3.8 | 2.9 | 3.7 | 1.5 | -1.8 | -0.5
Cc1csc(NC(=O)CSc2nnc(CCNC(=O)c3ccc(Cl)c(Cl)c3)n2C)n1 | -13.2 | -8.4 | 10.6 | 1.1 | -1.9 | 0.3 | 1.0 | -2.6 | 3.2 | 2.9
CSc1ccccc1C(=O)C1CCCN(C(=O)c2cncs2)C1 (centres undefined) | 2.3 | 3.2 | -2.6 | 2.5 | -2.3 | 9.8 | -2.7 | 0.1 | 1.9 | -0.6
CC(C)(C)c1cc[n+](/C(C(=S)Nc2ccccc2F)=C(/[O-])c2ccc3c(c2)OCCO3)cc1 | -1.6 | -8.6 | 8.7 | -9.9 | -7.4 | 8.7 | 5.8 | 1.3 | 1.2 | 24.5*
COc1ccc(C(=O)OCC(=O)c2ccc(CNC(C)=O)s2)cc1 | 0.2 | 3.0 | -3.4 | 24.0* | 0.0 | 6.0 | 6.4 | -0.3 | -2.1 | -1.9
Cc1cccc(OCC(=O)O/N=C(\N)Cc2ccc(Cl)cc2)c1 | -5.6 | -3.2 | 2.8 | -4.0 | -19.1 | 7.8 | -4.2 | 0.8 | 2.0 | 0.6
COc1ccc(-c2cc(C(F)F)n3ncc(C(=O)N4CCc5ccccc5C4)c3n2)cc1 | 6.6 | 2.0 | 0.6 | -4.1 | -60.4 | 0.3 | 1.1 | 11.4 | -2.2 | -1.4
CC1CCC(NC(=O)CN2C(=O)c3ccccc3S2(=O)=O)CC1 (centres undefined) | 3.8 | -0.4 | -5.8 | -7.5 | 4.3 | -12.8 | -0.2 | 7.3 | 1.4 | -0.4
CCN(CC)CCCNC(=O)c1ccc(C)c(NC(=O)C2=C(C)OCCS2)c1 | 0.3 | -7.6 | -3.6 | -0.1 | 2.3 | -5.5 | -1.5 | 0.8 | 0.1 | 0.7
CN1C(=O)c2cccc3c(S(=O)(=O)Nc4ccccc4F)ccc1c23 | -1.2 | 0.0 | -0.3 | -2.3 | -1.6 | 7.7 | 4.2 | 2.5 | -1.9 | 2.6
CC(=O)c1cccc(NC(=O)CCOc2ccccc2)c1 | -1.1 | -16.8 | 9.1 | -7.4 | 4.6 | -0.7 | 5.0 | -0.4 | 5.2 | 3.5
Cc1ccc(S(=O)(=O)N2C[C@H]3[C@H]4C(=O)N(c5ccccc5)C(=O)[C@H]4C[C@H](OC(=O)Nc4cccs4)[C@@]3(O)C2)cc1 | 2.1 | -1.7 | -4.4 | 4.2 | -27.4 | 0.4 | 11.5 | -7.8 | -2.1 | 4.3

An excerpt from above, limited to ABHD4 inh:
| SMILES | ABHD4 inh |
| --- | --- |
| CCC(C)(C)n1nnnc1C(CC(C)C)N1CCC(C(N)=O)CC1 (centres undefined) | 1.2 |
| COc1cccc(CNC(=O)c2cccc(S(=O)(=O)N3CCN(Cc4ccccc4)CC3)c2)c1 | -16.6 |
| Nc1cc(=O)[nH]c(SCc2ccccc2Cl)n1 | -1.0 |
| Cc1ccc(C(C)C)cc1S(=O)(=O)NC1CC(C)(C)NC(C)(C)C1 | -1.1 |
| COCc1[nH]nc2c1C(C1C=CCCC1)C(C#N)=C(N)O2 (centres undefined) | 6.8 |
